RAM inhibit: inhibitors of the yeast RAM network; 190,000 tested, 1.8% active; AID 868; S. cerevisiae dse1pr::URA3 reporter, 5-FOA growth OD615, 2 d; analog-sensitive cbk1-as2 kinase mutant strain; inhibition, % at 50 µM;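 active means inhibition above a set limit, 3 SD over mean compound inhibition, cut at about 8.4% in these data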;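 further: 0% = DMSO-only wells with no growth and 100% = 10 µM 1-NA-PP1 full growth; inhibition rescues growth on 5-FOA so higher OD means more RAM inhibition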
SRC2 TRFRET art: flags TR-FRET format artefacts in PPARgamma SRC-2 recruitment agonist screen | TR-FRET artefact counter-screen; active compounds read high | TR-FRET ratio at 8 µM | 200,000 tested, 0.4% active | AID 1049; in the data active means TR-FRET ratio above about 2000; further: inactives centre near 1500; reference of the scale not given here
PPARg SRC-1 ag: promotes SRC-1 coactivator recruitment by human PPARgamma; P37231; PPARgamma-SRC-1 coactivator recruitment biochemical assay; 200,000 tested, 0.41% active; activation, % at 8 µM; in the data active means activation above about 19%;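 further: 0% = DMSO and 100% = reference agonist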
Target sequence (P37231 whole entry, looked up): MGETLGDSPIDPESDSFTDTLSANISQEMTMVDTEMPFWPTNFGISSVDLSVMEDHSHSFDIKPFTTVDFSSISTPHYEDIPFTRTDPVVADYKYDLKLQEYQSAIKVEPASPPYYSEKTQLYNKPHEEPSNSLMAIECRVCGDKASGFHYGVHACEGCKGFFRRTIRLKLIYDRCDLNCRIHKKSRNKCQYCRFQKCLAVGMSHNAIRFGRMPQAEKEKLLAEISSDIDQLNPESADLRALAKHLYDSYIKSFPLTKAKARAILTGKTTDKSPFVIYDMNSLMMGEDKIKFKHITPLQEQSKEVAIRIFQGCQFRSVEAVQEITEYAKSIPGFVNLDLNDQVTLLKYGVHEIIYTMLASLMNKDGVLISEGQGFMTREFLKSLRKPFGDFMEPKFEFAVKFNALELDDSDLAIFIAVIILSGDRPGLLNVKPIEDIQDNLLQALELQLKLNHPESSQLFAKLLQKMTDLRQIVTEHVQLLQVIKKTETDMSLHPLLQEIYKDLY
Efa HMGR inh: blocks class II HMG-CoA reductase of Enterococcus faecalis; purified E. faecalis HMGR, NADPH absorbance 340 nm kinetic; 190,000 tested, 0.41% active; inhibition, % at 10 µM; AID 1066;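 active means inhibition above a set limit, the median over all tested compounds plus 3 SD, cut at about 9.5% in these data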;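 further: enzyme runs in reverse so mevalonate oxidation gives rising NADPH absorbance; 0% = complete reaction with DMSO and 100% = background rate lacking mevalonate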
Redox H2O2 prof: compounds producing H2O2 with reducing agent – biochemical, NIH compound library profiling, artefact control for MLSCN library redox annotation, primary screen; AID 878; DTT-dependent redox cycling H2O2, phenol red/HRP absorbance; 100% = 100 µM peroxide control, 0% = buffer; 200,000 tested, 0.03% active; activation, % at 10 µM;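 active means activation of at least 50% relative to the plate's high and low controls in the primary single-dose screen; inactive means activation below 50%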;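 further: compound incubated with DTT at 0.8 mM final as the reducing agent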
L major viab: reduces viability of Leishmania major promastigotes; resazurin fluorescence viability; inhibition, % at 10 µM; 200,000 tested, 9% active; in the data active means inhibition above about 50%;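 further: promastigotes grown with compound for 44 hours at 28 °C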
PPARg SRC-2 ag: PPARgamma-driven SRC-2 recruitment agonism; P37231; PPARgamma LBD-SRC-2 recruitment, biochemical; activation, % at 8 µM; 200,000 tested, 0.34% active; AID 1032; in the data active means activation above about 22%;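 further: 0% = vehicle and 100% = reference agonist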
ROMK primary: modulators of human ROMK potassium channel | Tet-inducible ROMK, thallium flux fluorescence; actives lie on both sides | B-score at 10 µM | 130,000 tested, 2% active | AID 1918;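 active means signal ratio slope over the read window, or its plate-corrected B-score, at least 3 SD from the plate mean, either direction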;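 further: B-score of the F/F0 ratio slope over 7 to 12 s after thallium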
PPARg SRC3 recr: promotes SRC-3 coactivator recruitment by human PPARgamma; P37231; biochemical PPARgamma/SRC-3 coactivator recruitment assay; activation, % at 8 µM; 200,000 tested, 0.26% active; AID 731; in the data active means activation above about 23%;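 further: 0% = DMSO and 100% = reference agonist; some compounds past the cut are filed as inactive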
bIAP inh: blocks bovine intestinal alkaline phosphatase activity; purified bovine IAP, CDP-star luminescence, 30 min; inhibition, % at 20 µM; 190,000 tested, under 10 active; AID 1019;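 active means over 50% inhibition of intestinal alkaline phosphatase at 20 µM in the single-dose screen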
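System: Purified bovine intestinal alkaline phosphatase (IAP) enzyme | Input: IAP diluted 1/65,000,000 in the well | Also added: CDP-star chemiluminescent phosphatase substrate, 30 µM final | Dosing: 20 µM single dose | Times: Enzyme reaction for 30 min at room temperature | Detection: Luminescence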
S1P3 antagonist: antagonists of human S1P3 receptor; 170,000 tested, 0.27% active; Q99500; CHO S1P3 NFAT-BLA reporter, FRET fluorescence, antagonist mode; inhibition, % at 4.98 µM;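 active means inhibition above the plate cutoff, the mean inhibition of test wells on that plate plus 3 SD, cut at about 28% in these data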;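 further: cells challenged with S1P at its EC80 of 0.8 µM; blue over green emission ratio from cleaved BLA substrate after 4 h stimulation; 0% = S1P-stimulated wells and 100% = unstimulated DMSO-only wells; some compounds past the cut are filed as inactive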
Target sequence (Q99500 whole entry, looked up): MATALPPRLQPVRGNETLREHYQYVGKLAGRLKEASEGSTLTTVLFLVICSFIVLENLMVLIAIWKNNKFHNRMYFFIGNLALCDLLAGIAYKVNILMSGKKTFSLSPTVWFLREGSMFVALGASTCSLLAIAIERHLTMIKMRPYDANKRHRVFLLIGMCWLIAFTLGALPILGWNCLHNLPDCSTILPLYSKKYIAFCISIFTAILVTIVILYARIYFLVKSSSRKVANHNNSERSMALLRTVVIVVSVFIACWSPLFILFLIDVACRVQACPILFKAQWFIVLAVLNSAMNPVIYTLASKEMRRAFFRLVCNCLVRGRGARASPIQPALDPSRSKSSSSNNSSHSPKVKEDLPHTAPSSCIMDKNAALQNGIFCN
* = called active by the depositor; nt = not tested or not shown.

[1] Fc1ccc2nc(C3CCN(Cc4nc(CC5CC5)no4)CC3)[nH]c2c1
[2] CCC(C)(C)NC(=O)C(OC(=O)c1cc2sccc2n1C)c1ccc(OC)cc1 (stereo not drawn)
[3] COc1ccc(-c2noc(-c3ccccc3C(=O)NCc3ccco3)n2)cc1
[4] COc1ccc(N(CC(=O)Nc2ccc(F)cc2)S(=O)(=O)c2ccccc2[N+](=O)[O-])c(OC)c1
[5] O=C(NN=C1CCCCCC1)c1cccnc1
[6] CCOC(=O)N1CCN(C(=O)N2CCOCC2)CC1
Compound	1	2	3	4	5	6
RAM inhibit	0.8	1.5	5.5	6.5	3.1	0.5
SRC2 TRFRET art	1589	1767	1470	1736	1685	1563
PPARg SRC-1 ag	7	10	-1	-7	4	0
Efa HMGR inh	-4	-2	1	5	-2	-2
Redox H2O2 prof	-0.3	0.3	2.3	0.1	0.0	0.8
L major viab	-3	6	-3	7	-10	-6
PPARg SRC-2 ag	4	6	3	-2	4	9
ROMK primary	-1.4	-0.34	-0.2	-1.7	1	0.45
PPARg SRC3 recr	6	15	5	-4	-1	-13
bIAP inh	-6	-3	10	4	-22	6
S1P3 antagonist	2	-14	38	0	-10	-19

[7] NC(=O)N1CCN(C(=O)c2ccco2)CC1
[8] Cc1ccc(-n2c(SCC(N)=O)nnc2-c2ccccn2)cc1C
[9] Cc1ccc(C)c(NC(=S)NCCN(C2CCCCC2)C2CCCC2)c1
[10] Cc1ccc(NC(=O)Cc2c[nH]c3ccccc23)cc1S(=O)(=O)N1CCCCCC1
[11] COc1ccccc1CN(Cc1nc2ccccc2c(=O)[nH]1)C(=O)Nc1ccccc1C
[12] Cc1ccccc1NC(=O)c1ccccc1NC(=O)Cc1cccc2ccccc12
Compound	7	8	9	10	11	12
RAM inhibit	1.0	1.9	2.2	3.1	-1.1	3.5
SRC2 TRFRET art	1496	1648	1540	1546	1393	1797
PPARg SRC-1 ag	-4	1	7	-1	-7	2
Efa HMGR inh	-1	1	-5	-4	-4	-6
Redox H2O2 prof	6.1	0.4	-0.5	1.0	0.3	-0.7
L major viab	-4	-5	42	92*	6	9
PPARg SRC-2 ag	-5	-1	3	-6	-2	10
ROMK primary	nt	nt	0.19	-0.52	1.1	-0.07
PPARg SRC3 recr	-10	11	2	-1	-4	2
bIAP inh	-2	-3	6	8	13	-1
S1P3 antagonist	nt	-15	-6	1	nt	7

[13] CC(C)C(c1nnnn1C1CCCC1)N1CCC(C(N)=O)CC1 (stereo not drawn)
[14] COc1ccc(/C=C2\C(=O)N(c3c(Cl)cc(Cl)cc3Cl)N=C2NC(=O)c2cccc([N+](=O)[O-])c2)cc1
[15] O=C(N/N=C/c1c(F)c(F)c(F)c(F)c1F)c1ccc(Cn2cc(Br)cn2)o1
[16] C/C(=C/C#N)Nc1ccc(C)cc1
[17] Cc1ccc(C(=O)NCCc2n[nH]c(=S)n2C)cc1
[18] Cc1ccc(C(=O)O)cc1S(=O)(=O)NCC1CCCO1 (stereo not drawn)
Compound	13	14	15	16	17	18
RAM inhibit	1.9	5.0	3.3	-0.6	-0.5	0.7
SRC2 TRFRET art	1545	1616	1381	1400	1620	1481
PPARg SRC-1 ag	13	-3	2	-8	6	2
Efa HMGR inh	-5	3	-6	-2	4	0
Redox H2O2 prof	-1.1	0.6	-0.5	-1.5	-1.1	0.6
L major viab	3	-5	29	1	6	-1
PPARg SRC-2 ag	1	-3	-1	-3	-6	-1
ROMK primary	0.94	nt	-3.2	0.62	-1	nt
PPARg SRC3 recr	-2	0	1	-1	0	1
bIAP inh	0	6	6	9	9	15
S1P3 antagonist	-5	2	10	-1	0	-13

[19] O=C(NCCc1ccc(Cl)cc1)c1ccc2nc[nH]c2c1
[20] CC1CCCC(NC(=O)COC(=O)c2ccccc2NC(=O)c2ccco2)C1C (stereo not drawn)
[21] Cc1nn(C)cc1C(=O)Nc1cc(Oc2ccc(Cl)cc2)cc([N+](=O)[O-])c1
[22] COC(=O)c1ccc(NC(=O)C2CCCCC2C(=O)O)cc1 (stereo not drawn)
[23] CCn1c(/C=C/c2ccccc2[N+](=O)[O-])nc2ccccc2c1=O
[24] CCn1c(C)nc2cc(S(=O)(=O)C(F)F)ccc21
Compound	19	20	21	22	23	24
RAM inhibit	-0.4	5.2	3.0	1.3	4.9	1.2
SRC2 TRFRET art	1521	1279	1492	1511	1765	1619
PPARg SRC-1 ag	-4	-7	-3	2	11	-4
Efa HMGR inh	-2	1	-2	-5	-3	-5
Redox H2O2 prof	-0.3	0.1	-0.1	-0.7	-0.1	-4.8
L major viab	1	-2	-19	-1	9	-5
PPARg SRC-2 ag	-8	1	-1	3	7	3
ROMK primary	-1.5	nt	0.35	nt	-0.98	nt
PPARg SRC3 recr	-1	-3	-5	-1	4	-3
bIAP inh	-34	2	7	2	1	-4
S1P3 antagonist	-10	nt	nt	nt	-4	nt

[25] Cc1noc(C)c1S(=O)(=O)N(CCc1ccccc1)Cc1ccccc1
[26] c1ccc2c(c1)oc1c(Nc3ccc(CN4CCOCC4)cc3)ncnc12
[27] O=C(NCCc1cnn(-c2ccccc2)c1)c1cc(COc2c(F)cccc2F)on1
[28] COc1cccc(-c2cc(C(=O)NC3CCCC3)no2)c1
[29] COC(=O)[C@H](CCSC)NC(=O)Nc1ccc(OC)cc1
[30] CC(=O)c1ccc(NC(=O)CSc2nc3nc(C)cc(C)n3n2)cc1
Compound	25	26	27	28	29	30
RAM inhibit	1.7	-0.7	3.1	-0.2	-0.1	6.2
SRC2 TRFRET art	1734	1496	1572	1565	1576	1481
PPARg SRC-1 ag	1	2	-4	12	5	3
Efa HMGR inh	6	-1	3	0	-4	-7
Redox H2O2 prof	-1.3	3.5	-0.7	0.0	-2.5	-0.4
L major viab	11	89*	-4	5	-2	-7
PPARg SRC-2 ag	15	1	3	4	1	-3
ROMK primary	nt	-1	-0.43	-0.097	nt	nt
PPARg SRC3 recr	7	-23	2	-3	-1	3
bIAP inh	18	-7	12	8	8	7
S1P3 antagonist	31	9	4	nt	-25	-8

The list goes on, overlapping the part above by two compounds.
[29] COC(=O)[C@H](CCSC)NC(=O)Nc1ccc(OC)cc1
[30] CC(=O)c1ccc(NC(=O)CSc2nc3nc(C)cc(C)n3n2)cc1
[31] CCCC(O)(c1ccc(Cl)cc1)C(CN1CCOCC1)c1ccccc1 (stereo not drawn)
[32] C=CCOc1ccccc1/C=N/NC(=O)c1ccc(Cl)cc1Cl
[33] CCCCN(CC)CCNC(=O)c1cc2c(=O)[nH]c3ccccc3c2n1C
[34] COc1cc(NC(=O)CCCSc2nc(-c3ccco3)cc(C(F)(F)F)n2)cc(OC)c1OC
[35] CCOc1ccc(N2C(=O)CC(N3CCc4ccccc43)C2=O)cc1 (stereo not drawn)
[36] Cc1ccc2c(c1)N(CC(=O)N(Cc1ccc3c(c1)OCO3)CC1CCCO1)C(=O)C(C)O2 (stereo not drawn)
Compound	29	30	31	32	33	34	35	36
RAM inhibit	-0.1	6.2	2.3	0.4	0.9	1.4	-0.7	1.5
SRC2 TRFRET art	1576	1481	1672	1679	1508	1672	1558	1704
PPARg SRC-1 ag	5	3	-7	4	7	8	-4	6
Efa HMGR inh	-4	-7	-8	-4	-7	-7	-9	-2
Redox H2O2 prof	-2.5	-0.4	0.1	-0.2	6.7	0.6	-0.2	1.8
L major viab	-2	-7	73*	-5	9	15	-7	18
PPARg SRC-2 ag	1	-3	-4	-1	7	2	-5	6
ROMK primary	nt	nt	nt	nt	-0.033	nt	0.55	-0.97
PPARg SRC3 recr	-1	3	0	3	1	4	0	2
bIAP inh	8	7	3	nt	-12	-2	0	-3
S1P3 antagonist	-25	-8	nt	16	-12	nt	nt	-37

[37] CCC(C)c1c(O)nc(SCC(=O)N2CCOCC2)[nH]c1=O (stereo not drawn)
[38] Cc1ccccc1-c1nc2ccccc2o1
[39] CCOc1ccc(CSCCNC(=S)Nc2ccccc2)cc1
[40] Cc1ccc(NC(=O)c2scc3c2CCCC3)cc1
[41] CC1CC(C)CN(S(=O)(=O)c2ccc(F)c(C(=O)Nc3ccc(Cl)cc3F)c2)C1 (stereo not drawn)
[42] Cn1c(=O)c2nc(Cl)c(-c3ccccc3)nc2n(C)c1=O
Compound	37	38	39	40	41	42
RAM inhibit	1.1	1.8	0.4	-0.3	3.4	0.5
SRC2 TRFRET art	1697	1543	1630	1794	1552	1571
PPARg SRC-1 ag	12	-4	2	3	3	-1
Efa HMGR inh	-6	-9	-2	-4	1	-1
Redox H2O2 prof	0.1	0.0	0.0	-0.6	2.1	0.2
L major viab	1	-6	11	-5	3	8
PPARg SRC-2 ag	-8	6	7	18	-5	-1
ROMK primary	1.6	0.3	nt	0.27	1.9	nt
PPARg SRC3 recr	8	-1	-2	6	-11	2
bIAP inh	-1	12	4	4	7	-7
S1P3 antagonist	23	nt	1	14	nt	-24

[43] CN1CCC(NC(=O)c2cccs2)CC1
[44] COc1ccc(CNC(=O)CSc2nc3nc(C)cc(C)n3n2)cc1
[45] CCCC(=O)c1cc2cc(Cl)ccc2oc1=O
[46] Cc1ccccc1C(=O)N[C@H](C(=O)Nc1ccc(Cl)c(Cl)c1)C(C)C
Compound	43	44	45	46
RAM inhibit	0.8	0.5	2.8	3.8
SRC2 TRFRET art	1422	1694	1560	1578
PPARg SRC-1 ag	3	1	11	3
Efa HMGR inh	-6	2	-7	0
Redox H2O2 prof	-0.1	1.9	0.2	0.5
L major viab	-9	-8	-6	9
PPARg SRC-2 ag	6	-2	0	4
ROMK primary	nt	-0.57	1.7	nt
PPARg SRC3 recr	-1	-5	15	2
bIAP inh	2	-8	8	37
S1P3 antagonist	-15	-12	-40	4

Filtered by structure: the entries above containing a nitro group on carbon
[4] COc1ccc(N(CC(=O)Nc2ccc(F)cc2)S(=O)(=O)c2ccccc2[N+](=O)[O-])c(OC)c1
[14] COc1ccc(/C=C2\C(=O)N(c3c(Cl)cc(Cl)cc3Cl)N=C2NC(=O)c2cccc([N+](=O)[O-])c2)cc1
[21] Cc1nn(C)cc1C(=O)Nc1cc(Oc2ccc(Cl)cc2)cc([N+](=O)[O-])c1
[23] CCn1c(/C=C/c2ccccc2[N+](=O)[O-])nc2ccccc2c1=O
Compound	4	14	21	23
RAM inhibit	6.5	5.0	3.0	4.9
SRC2 TRFRET art	1736	1616	1492	1765
PPARg SRC-1 ag	-7	-3	-3	11
Efa HMGR inh	5	3	-2	-3
Redox H2O2 prof	0.1	0.6	-0.1	-0.1
L major viab	7	-5	-19	9
PPARg SRC-2 ag	-2	-3	-1	7
ROMK primary	-1.7	nt	0.35	-0.98
PPARg SRC3 recr	-4	0	-5	4
bIAP inh	4	6	7	1
S1P3 antagonist	0	2	nt	-4

Compounds were not picked by outcome. Share with any hit: about 13%.
